PTHR1 ag – activates the human parathyroid hormone receptor PTHR1. Q03431. HEK293 GP2 PTHR1 cells, GloSensor cAMP luminescence, 1 h. Potency, µM (doses to about 115 µM), inactives show top-dose activation, most hits filed as activators. 0.075% of 410,000 active; further: potency means the concentration at half of the fitted maximal effect; nearly all actives have a fitted effect of over 55% in size; some results filed as inactive show a strong effect at the top dose; inactives centre near -15; many of its hits are not listed in these tables
Target sequence (Q03431 whole entry, looked up): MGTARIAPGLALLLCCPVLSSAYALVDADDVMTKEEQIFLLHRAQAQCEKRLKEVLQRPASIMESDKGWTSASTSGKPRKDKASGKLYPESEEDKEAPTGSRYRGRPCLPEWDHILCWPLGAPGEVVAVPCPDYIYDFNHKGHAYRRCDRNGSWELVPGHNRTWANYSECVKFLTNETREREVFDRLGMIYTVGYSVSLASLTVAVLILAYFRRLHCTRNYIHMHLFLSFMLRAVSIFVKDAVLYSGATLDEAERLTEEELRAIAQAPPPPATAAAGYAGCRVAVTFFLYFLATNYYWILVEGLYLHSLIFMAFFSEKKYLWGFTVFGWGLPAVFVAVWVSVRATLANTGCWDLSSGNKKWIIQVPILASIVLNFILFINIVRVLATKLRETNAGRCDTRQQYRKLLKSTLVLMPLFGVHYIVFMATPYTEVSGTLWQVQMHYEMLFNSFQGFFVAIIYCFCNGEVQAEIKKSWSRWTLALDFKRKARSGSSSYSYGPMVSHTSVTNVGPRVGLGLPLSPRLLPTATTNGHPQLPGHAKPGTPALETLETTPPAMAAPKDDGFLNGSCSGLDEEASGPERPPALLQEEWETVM
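HEK-293-derived GP2 cells expressing PTHR1 and a GloSensor cAMP reporter, 3,000/well, plated overnight, given luciferin plus IBMX (each 0.5 mM as added) for 1 h at 37 °C, then compound for 1 h at 37 °C. Luminescence was read after 15 min at room temperature.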
EPAC2 antagonist – blocks human EPAC2 exchange factor; Potency, µM (series often up to 114 µM), inactives show at the top dose activity, negative = inhibition, most hits filed as inhibitors; AID 720708; 0.18% of 360,000 active; EPAC2 GEF exchange of Rap1B-BODIPY-GDP, fluorescence; Q8WZA2; further: potency means the concentration at half of the fitted maximal effect; on the % scale 0 is the no-effect control and ±100 the full control effect; nearly all actives have a fitted effect of over 45% in size; many of its hits are not listed in these tables
EPAC2 ag – agonists of human EPAC2 (RAPGEF4). Q8WZA2. EPAC2 activation, biochemical qHTS; response scale: 100% = 6.5 mM cAMP response. Potency, µM (top dose mostly 154 µM), without a hit: top-dose activation, hits mostly activators. 0.079% of 360,000 active. AID 720711; further: potency means the concentration at half of the fitted maximal effect; nearly all actives have a fitted effect of over 50% in size
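Compounds were titrated in qHTS against a Rap1B-BODIPY-GDP (250 nM) complex with EPAC2 (100 nM) and GDP (50 uM). BODIPY-GDP release tracked at 480/540 nm over 30 min at room temperature, normalized to 6.5 mM cAMP.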
DRD3 agonist – agonists of human D3 dopamine receptor. P35462. D3R DiscoveRx beta-arrestin cells, luminescence, 90 min. max activation, %. 0.58% of 410,000 active. AID 652048; in the data active means max activation above about 30%; further: 0% is about no effect; mostly tested at two doses, the higher about 12 µM
Target sequence (P35462 whole entry, looked up): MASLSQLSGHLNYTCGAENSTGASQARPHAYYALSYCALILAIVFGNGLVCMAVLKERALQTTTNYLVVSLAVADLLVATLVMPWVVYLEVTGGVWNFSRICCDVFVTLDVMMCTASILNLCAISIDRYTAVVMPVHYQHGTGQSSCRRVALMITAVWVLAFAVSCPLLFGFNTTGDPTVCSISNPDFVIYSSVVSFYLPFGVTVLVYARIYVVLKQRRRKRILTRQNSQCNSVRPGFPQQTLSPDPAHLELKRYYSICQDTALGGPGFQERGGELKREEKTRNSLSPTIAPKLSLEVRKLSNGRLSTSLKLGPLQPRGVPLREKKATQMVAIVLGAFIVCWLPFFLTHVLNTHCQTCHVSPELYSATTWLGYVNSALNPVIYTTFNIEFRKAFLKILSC
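Cells at 1500/well, incubated overnight, then treated with pinned compounds (dopamine as control) for 90 min at 37 degrees C. DiscoveRx reagent added for 30 - 60 minutes at room temperature; luminescence read.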
MmCpn inh – blocks the Methanococcus maripaludis chaperonin Mm-Cpn. purified Mm-Cpn ATPase, ADP Transcreener TR-FRET. 0.031% of 330,000 active. Potency, µM (doses to about 76.9 µM), for the others: at the top dose activity, negative = inhibition, actives largely listed as inhibitors; further: potency means the concentration at half of the fitted maximal effect; on the % scale 0 is the no-effect control and ±100 the full control effect; nearly all actives have a fitted effect of over 80% in size
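Inhibition of chaperonin ATP hydrolysis is measured as reduced ADP production, detected by competitive TR-FRET in which signal falls with ADP. Final enzyme 25 nM and ATP 10 uM, reacted 30 min at 37°C.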
D3 antag – blocks the human D3 dopamine receptor; P35462; AID 652054; 2.5% of 360,000 active; D3R cells, DiscoveRx beta-arrestin luminescence, antagonist mode; stronger effect = lower value; max response, negative = inhibition, %; in the data active means max response below about -50%; inconclusive means no clear call, values can overlap the other calls; further: on the % scale 0 is the no-effect control and ±100 the full control effect; mostly tested at two doses, the higher about 12 µM
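Cells expressing the human receptor were seeded at 1500 cells/well, incubated overnight at 37 degrees C in 5% CO2, then exposed to library compounds with dopamine controls for 90 minutes at 37 degrees C before luminescent detection.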
CCT chaperon mod – changes cytosolic chaperonin activity; purified chaperonin ATPase assay, HTRF ADP detection, 30 min; activity change, % (no concentration beside the values), hits read low; 0.3% of 360,000 active; in the data active means activity change below about -30%; further: on the % scale 0 is the no-effect control and ±100 the full control effect
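First, chaperonin was dispensed at 40 nM or 20 nM final depending on batch activity. Next, compounds were pinned at 76 uM and ATP added at 10 uM. After 30 min at 37 °C, ADP detection reagents ran 30 min at ambient temperature.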
pAkt inh – blocks phosphorylation of Akt; Neuro2A IGF-stimulated pAkt S473 HTRF, 20 min; stronger effect = lower value; activity change, % for hits at 50 µM; 0.32% of 360,000 active; AID 651550; in the data active means activity change below about -80%; inconclusive means mostly about -51% to -80%; further: on the % scale 0 is the no-effect control and ±100 the full control effect
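Neuro2A cells in DMEM with 0.5% FBS, overnight at 37 deg C, given compound at single 50 µM final, then IGF (6 nM final) for 20 min at 37 deg C. Lysed; phospho-Akt Ser473 by HTRF after 24 h, 665/615 ratio.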
Numbers without * were called inactive; [ ] = another dose, or the depositor's remark. Unless noted, the call rests on the fitted dose curve; in most records, active means well fitted curve in the direction sought with a large enough effect; inconclusive means small, poorly fitted or top-dose-only effect, or another doubt; inactive means no such curve, though single readings can be large; an effect the other way counts as inactive or inconclusive.

What do the screens show for `Cc1ccc(C(=O)/C=C/c2cn(CC(O)CN3CCOCC3)c3ccccc23)cc1` (stereo not drawn)?
PTHR1 ag: -50%[inhibitor]; EPAC2 antagonist: -5%; EPAC2 ag: 4%; DRD3 agonist: 3; MmCpn inh: 1%; D3 antag: -1; CCT chaperon mod: -0.7; pAkt inh: inactive

Results for CCCC(C)NC(=O)COc1ccc(S(=O)(=O)N2CCCC2)cc1 (stereo not drawn) ?
PTHR1 ag: inactive; EPAC2 antagonist: 9%; EPAC2 ag: -6%; DRD3 agonist: -5; MmCpn inh: -8%; D3 antag: -6; CCT chaperon mod: 2.4; pAkt inh: inactive

Results for COc1ccc(NC(=O)C[C@H]2C(=O)N(C3CCCCC3)C[C@@H]2CSC)cc1 ?
PTHR1 ag: -3%; EPAC2 antagonist: -4%; EPAC2 ag: -3%; DRD3 agonist: 3; D3 antag: 8; CCT chaperon mod: 0.3; pAkt inh: inactive

What do the screens show for `O=C(C1CCN(C2CCN(Cc3ccc4c(c3)CCO4)CC2)CC1)N1CCOCC1`?
PTHR1 ag: -8%; EPAC2 antagonist: -5%; EPAC2 ag: -4%; DRD3 agonist: -3; MmCpn inh: 0%; D3 antag: -6; CCT chaperon mod: -4.8; pAkt inh: inactive

What do the screens show for `Cc1cc(C)c(C#N)c(SCC(=O)C2CC2)n1`?
PTHR1 ag: inactive; EPAC2 antagonist: -2%; EPAC2 ag: 4%; DRD3 agonist: 8; MmCpn inh: -3%; D3 antag: 18; CCT chaperon mod: -1.1; pAkt inh: inactive

Results for CC1=C(C(=O)N2CCOCC2)CC(CC(=O)NC(c2ccccc2)c2ccccc2)C(=O)N1CCCN1CCCC1=O (stereo not drawn) ?
PTHR1 ag: -20%; EPAC2 antagonist: -13%; EPAC2 ag: -2%; DRD3 agonist: -6; D3 antag: 8; CCT chaperon mod: 1.4; pAkt inh: inactive

What do the screens show for `CNS(=O)(=O)c1cc(C(=O)NCc2ccco2)ccc1Cl`?
PTHR1 ag: inactive; EPAC2 antagonist: -1%; EPAC2 ag: -6%; DRD3 agonist: -9; MmCpn inh: inconclusive; D3 antag: 0; CCT chaperon mod: -2.6; pAkt inh: inactive

What do the screens show for `COc1ccccc1NC(=O)CN(c1ccc(C)cc1)S(=O)(=O)c1c(C)n[nH]c1C`?
PTHR1 ag: -24%; EPAC2 antagonist: -6%; EPAC2 ag: 14%; DRD3 agonist: -8; MmCpn inh: 1%; D3 antag: 0; CCT chaperon mod: -0.2; pAkt inh: inactive

How did COc1ccc(OCC(O)CN(C)C(=O)C(C)Oc2ccccc2)cc1 (stereo not drawn) do in these assays?
PTHR1 ag: -4%; EPAC2 antagonist: 0%; EPAC2 ag: 1%; DRD3 agonist: -4; MmCpn inh: 1%; D3 antag: 0; CCT chaperon mod: -1.2; pAkt inh: inactive

Results for O=C(N/N=C/c1c(Cl)[nH]c2ccccc12)c1sc2ccccc2c1Cl ?
PTHR1 ag: -20%; EPAC2 antagonist: 12%; EPAC2 ag: 5%; DRD3 agonist: -4; MmCpn inh: -6%; D3 antag: 42; CCT chaperon mod: 0.8; pAkt inh: inactive

How did COc1cc(NC(=O)c2ccc(CNc3c(N4CCOCC4)c(=O)c3=O)cc2)cc(OC)c1 do in these assays?
PTHR1 ag: 13%; EPAC2 antagonist: 3%; EPAC2 ag: 9%; DRD3 agonist: -2; MmCpn inh: 0%; D3 antag: -6; CCT chaperon mod: -1.8; pAkt inh: inactive

What do the screens show for `COc1cccc(CN(C)C(=O)c2ccc(S(=O)(=O)N3CCCC3)cc2)c1OC`?
PTHR1 ag: -50%[inhibitor][57.5 µM]; EPAC2 antagonist: -2%; EPAC2 ag: 1%; DRD3 agonist: -2; MmCpn inh: inconclusive; D3 antag: 3; CCT chaperon mod: 0.4; pAkt inh: inactive

How did CC(=O)c1ccc(N2CCN(C(C)C(=O)Nc3ccc4c(c3)OCCO4)CC2)cc1 (stereo not drawn) do in these assays?
PTHR1 ag: -26%; EPAC2 antagonist: -2%; EPAC2 ag: 8%; DRD3 agonist: -2; MmCpn inh: 0%; D3 antag: 3; CCT chaperon mod: -0.4; pAkt inh: inactive

Results for COc1ccc2sc(NC(=O)c3ccco3)nc2c1 ?
PTHR1 ag: -36%; EPAC2 antagonist: -1%; EPAC2 ag: 10%; DRD3 agonist: 13; MmCpn inh: -4%; D3 antag: -7; CCT chaperon mod: -1.9; pAkt inh: inactive

How did COC(=O)c1ccc(N2CCc3ccccc32)c([N+](=O)[O-])c1 do in these assays?
PTHR1 ag: -16%; EPAC2 antagonist: -26%; EPAC2 ag: 15%; DRD3 agonist: -4; MmCpn inh: 2%; D3 antag: -29; CCT chaperon mod: 2.0; pAkt inh: inactive

What do the screens show for `Cn1nc(C(=O)OCC(=O)NCCc2ccccc2)c2ccccc2c1=O`?
PTHR1 ag: inactive; EPAC2 antagonist: 5%; EPAC2 ag: 3%; DRD3 agonist: 4; MmCpn inh: 3%; D3 antag: 4; CCT chaperon mod: -32*; pAkt inh: inactive

What do the screens show for `CCCCC(=O)Nc1nnc(C)s1`?
PTHR1 ag: -34%[inhibitor][57.5 µM]; EPAC2 antagonist: -1%; EPAC2 ag: 8%; DRD3 agonist: -1; MmCpn inh: 0%; D3 antag: -1; CCT chaperon mod: 0.0; pAkt inh: inactive

How did N#Cc1ccccc1OCC(=O)OCC(=O)NC1CCS(=O)(=O)C1 (stereo not drawn) do in these assays?
PTHR1 ag: inactive; EPAC2 antagonist: -4%; EPAC2 ag: 3%; DRD3 agonist: -3; MmCpn inh: 0%; D3 antag: 2; CCT chaperon mod: 0.8; pAkt inh: inactive

What do the screens show for `Cc1ccc(C)c(OCC(=O)NCCN(C)C)c1`?
PTHR1 ag: inconclusive; EPAC2 antagonist: 12%; EPAC2 ag: 6%; DRD3 agonist: 2; MmCpn inh: -1%; D3 antag: 0; CCT chaperon mod: -0.5; pAkt inh: inactive

Results for CC[C@]12c3[nH]c4cc(-c5ccco5)ccc4c3CCN1C(=O)[C@@H](CC(=O)NCCc1ccccn1)C[C@@H]2C(=O)N1CCN(C(=O)C2CC2)CC1 ?
PTHR1 ag: 20%; EPAC2 antagonist: 12%; EPAC2 ag: 5%; DRD3 agonist: -9; MmCpn inh: 1%; D3 antag: -4; CCT chaperon mod: 1.3; pAkt inh: inactive

In the list so far, 2 contain a cyano group.
What do the screens show for `Cc1cc(C)c(C#N)c(SCC(=O)C2CC2)n1`?
PTHR1 ag: inactive; EPAC2 antagonist: -2%; EPAC2 ag: 4%; DRD3 agonist: 8; MmCpn inh: -3%; D3 antag: 18; CCT chaperon mod: -1.1; pAkt inh: inactive

How did N#Cc1ccccc1OCC(=O)OCC(=O)NC1CCS(=O)(=O)C1 (stereo not drawn) do in these assays?
PTHR1 ag: inactive; EPAC2 antagonist: -4%; EPAC2 ag: 3%; DRD3 agonist: -3; MmCpn inh: 0%; D3 antag: 2; CCT chaperon mod: 0.8; pAkt inh: inactive

Additional records.
What do the screens show for `FC(F)(F)c1cccc(N2CCN(c3ccc4nnc(-c5ccccc5)n4n3)CC2)c1`?
PTHR1 ag: inactive; EPAC2 antagonist: -15%; EPAC2 ag: -2%; DRD3 agonist: -12; MmCpn inh: 0%; D3 antag: -14; CCT chaperon mod: 3.4; pAkt inh: inactive

Results for CCN1CCN(C(=S)Nc2cccc([N+](=O)[O-])c2)CC1 ?
PTHR1 ag: inactive; EPAC2 antagonist: -3%; EPAC2 ag: 2%; DRD3 agonist: 3; MmCpn inh: 1%; D3 antag: 22; CCT chaperon mod: 2.4; pAkt inh: inactive

What do the screens show for `O=C(NN1C(=O)c2ccccc2NC1c1cccnc1)c1ccc([N+](=O)[O-])cc1` (stereo not drawn)?
PTHR1 ag: 13%; EPAC2 antagonist: 0%; EPAC2 ag: 1%; DRD3 agonist: 1; MmCpn inh: -1%; D3 antag: -1; CCT chaperon mod: 1.1; pAkt inh: inactive

Results for CCOc1ccccc1OCCOc1ccccc1OC(C)C ?
PTHR1 ag: 18%[57.5 µM]; EPAC2 antagonist: 5%; EPAC2 ag: 4%; DRD3 agonist: 2; MmCpn inh: -1%; D3 antag: 8; CCT chaperon mod: -8.4; pAkt inh: inactive

What do the screens show for `Cc1ccc(NC(=S)NN2CCOCC2)c(C)c1`?
PTHR1 ag: inactive; EPAC2 antagonist: 16%[57.1 µM]; EPAC2 ag: -19%; DRD3 agonist: 1; MmCpn inh: -3%; D3 antag: 13; CCT chaperon mod: 0.9; pAkt inh: inactive

Results for COc1ccccc1C(c1nnnn1CC1CCCO1)N1CCN(c2ccccc2)CC1 (stereo not drawn) ?
PTHR1 ag: inactive; EPAC2 antagonist: -4%; EPAC2 ag: 8%; DRD3 agonist: -5; MmCpn inh: 0%; D3 antag: -25; CCT chaperon mod: 1.2; pAkt inh: inactive

What do the screens show for `COc1cc(C)ccc1OCc1cc(C(=O)NCCN2CCOCC2)no1`?
PTHR1 ag: -9%; EPAC2 antagonist: -2%; EPAC2 ag: 0%; DRD3 agonist: -1; MmCpn inh: -1%; D3 antag: 0; CCT chaperon mod: -2.0; pAkt inh: inactive

What do the screens show for `CN(C)C=NC(=O)c1cc(C(=O)c2ccc(Cl)cc2)c[nH]1`?
PTHR1 ag: inactive; EPAC2 antagonist: 13%; EPAC2 ag: 2%; DRD3 agonist: -17; MmCpn inh: -2%; D3 antag: 3; CCT chaperon mod: 3.0; pAkt inh: inactive

How did CC(C)(C)C(=O)CSc1nc2c(c(-c3cccs3)c1C#N)CCC2 do in these assays?
PTHR1 ag: -28%; EPAC2 antagonist: 14%; EPAC2 ag: 1%; DRD3 agonist: -2; MmCpn inh: -2%; D3 antag: -5; CCT chaperon mod: 0.0; pAkt inh: inactive

Results for CCN(CC(=O)Nc1c(F)cccc1F)C(=O)C1CCN(S(=O)(=O)c2ccc(C)c(C)c2)CC1 ?
PTHR1 ag: inactive; EPAC2 antagonist: -15%; EPAC2 ag: -7%; DRD3 agonist: -4; MmCpn inh: -2%; D3 antag: 16; CCT chaperon mod: 0.4; pAkt inh: inactive

Source: PubChem (National Center for Advancing Translational Sciences (NCATS))

A portion of the library, so the mix of outcomes need not match the whole.
